Screening results (PubChem BioAssay)
HSF-1 act: increases HSF-1 driven luciferase reporter signal | 1.7% of 300,000 active | NIH3T3-HGL HSF-1 luciferase reporter, MG132, 8 h; 100% = twice DMSO control signal | activation, % at 9 µM | AID 504408;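 active = mean replicate activation of at least 50% with a set share of replicates each reaching 50%; inconclusive = only one of those two conditions met; inactive = mean below 50% and too few replicates reaching it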;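 note: 0% = median of the neutral control wells and 100% = twice that signal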
HIF activator: HIF pathway transcriptional activation. 0.32% of 300,000 active. activation, % at 7.5 µM (by protocol). U2OS HRE-luciferase reporter, luminescence; normalized: DMSO 0%, desferrioxamine 100%;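 active = mean activation of at least 10% of the iron chelator positive control signal, with at least half of replicates also reaching 10%; inconclusive = mean and replicate majority disagree about reaching 10%; inactive = mean and most replicates under 10%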
KLF5 inhibitor: kruppel-like factor 5 inhibition; DLD-1 KLF5 promoter-luciferase reporter, luminescence; inhibition, % at 5 µM; 0.23% of 290,000 active; AID 1700;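 active = inhibition above a per-plate limit of that plate's mean compound inhibition plus 3 SD, cut at about 60% in these data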;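 note: 0% = DMSO wells and 100% = LY294002 at 200 µM; higher means less KLF5 promoter-driven luciferase light; inactives centre near -14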
aSyn UTR inh: MLPCN primary screen, SNCA 5' untranslated region; alpha-synuclein 5'UTR reporter, inhibitor activity; inhibition, % (tested at 7.5 µM); 0.82% of 300,000 active; AID 1813; in the data active = inhibition above about 60%; inconclusive = no clear call, values can overlap the other calls;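 note: H4 neuroglioblastoma cells stably carrying SNCA 5'UTR luciferase fusion; 0% = DMSO wells and 100% = positive control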
HSF1 inhib: HSF1 inhibition | NIH3T3-HGL HSE-luciferase, MG132-induced, luminescence 8 h; active compounds read low | activity change, negative = inhibition, % at 7.5 µM (by protocol) | 0.77% of 300,000 active;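 active = more than half of replicate wells show activity change below -50%, luminescence cut by over half; inconclusive = some wells, but at most half, below -50%; inactive = no replicate well below -50%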;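 note: luciferase reports HSF-1 transcriptional activity via heat shock element; 0% = median of DMSO wells and -100% = zero luminescence signal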
AI-2 QS mod: modulators of Vibrio harveyi AI-2 quorum sensing system; 0.4% of 300,000 active; AID 2094; Vibrio harveyi JMH597 AI-2 luminescence/OD600 ratio, 9 h; active compounds read low; strain lacks LuxN and CqsS sensors; 0 = neutral-control median; activity change, % at 7.5 µM; in the data active = activity change below about -75%, passing the limit was not always enough; inconclusive = no clear call, values can overlap the other calls;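 note: luminescence divided by OD600 gain over 9 h not by final OD600 alone; inactives centre near 13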
Platelet DG rel: modulates dense granule release in human platelets | human platelet-rich plasma, SFLLRN dense granule ATP release, luminescence | inhibition, %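 (compounds screened at 7.5 µM in platelet-rich plasma)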 | 0.22% of 300,000 active | AID 1663;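 active = mean replicate score, as percent of positive control, at or above 50; inconclusive = mean below 50 but at least one replicate at or above 50; inactive = mean and every replicate below 50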
HSP90 refold inh: blocks HSP90-mediated luciferase refolding in reticulocyte lysate. Rabbit reticulocyte lysate, luciferase refolding luminescence, 3 h. inhibition, % at 5.6 µM. 0.91% of 290,000 active;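 active = inhibition above the screen-wide mean plus 3 SD, computed separately per campaign, cut at about 16% in these data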;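 note: 0% = DMSO wells and 100% = 60 µM geldanamycin wells; inhibitors lower the luminescence because luciferase stays unfolded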
IEC-6 tox: IEC-6 cytotoxicity, counter-screen for KLF5 inhibitors. inhibition, % at 5 µM. luminescence viability. 0.78% of 290,000 active; in the data active = inhibition above about 22%;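 note: 0% = plate median of test compound wells and 100% = cytotoxic reference compound wells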
SKKanGAS inh: inhibitors of SKKanGAS S. pyogenes growth in kanamycin (SK-promoter or general growth effect) | AID 1662 | 1.3% of 300,000 active | inhibition, % at 7.5 µM | BacTiter-Glo, 6 h;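 active = mean replicate score, as percent of positive control median, at least 50; inconclusive = mean below 50 but one replicate at or above 50; inactive = mean and every replicate below 50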;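 note: strain carries kanamycin resistance gene driven by streptokinase promoter and grows in 40 µg/ml kanamycin; loss of luminescence reflects streptokinase promoter inhibition or plain growth inhibition; 0% = median of DMSO wells and 100% = positive control at its reference dose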
Numbers without * were called inactive; ? = inconclusive; . = not tested or not shown.

Every second line gives: HSF-1 act	HIF activator	KLF5 inhibitor	aSyn UTR inh	HSF1 inhib	AI-2 QS mod	Platelet DG rel	HSP90 refold inh	IEC-6 tox	SKKanGAS inh
#1 COc1cccc(N(CC(=O)N2CCCC2)S(C)(=O)=O)c1
→ 14	0.4	-18	20	5	-3	3	2	2	0
#2 CCCCN(CC)C(=S)Nc1ccc2nc(N3CCN(C)CC3)cc(C)c2c1
→ -55	1.3	-16	-60	-56*	15	3	28*	2	1
#3 COc1ccc(CNS(=O)(=O)c2ccc3c(c2)NC(=O)C(C)S3)cc1 (configuration not stated)
→ 37	0.1	-12	-14	6	14	-2	-2	0	-13
#4 CC(=O)NC(CCS(C)(=O)=O)C(=O)Nc1ccc(F)cc1Cl (configuration not stated)
→ 0	-0.9	2	1	-6	7	8	-4	-4	2
#5 Cc1cccc(-c2noc(CNC(=O)c3ccco3)n2)c1
→ 38	0.4	-17	-12	5	-94*	-2	1	4	4
#6 Cc1nnc(NC(=O)C2CC(=O)N(c3ccccc3)C2)s1 (configuration not stated)
→ 7	-0.2	-16	-9	-1	12	-8	-2	-4	12
#7 COCCNC(=O)CSc1nc2c(n1-c1ccccc1)CCCC2
→ 3	0.4	-20	4	4	11	-1	-2	-1	5
#8 COc1ccc(-c2nc(SC)n(C(=O)c3ccco3)n2)cc1
→ 31	-36	-61	-130	18	14	-3	-2	3	17
#9 CCn1cc(C(=O)NCC(=O)NCCCN2CCOCC2)c(=O)c2cc3c(cc21)OCO3
→ -7	0.8	-25	-8	-6	7	15	3	6	2
#10 CSCCC(=O)N1CCCC(N(C)CCc2ccccc2)C1 (configuration not stated)
→ -17	0.1	-15	2	-1	12	1	3	6	-3
#11 N#Cc1cnn2c(C(F)(F)F)cc(-c3ccccc3)nc12
→ 2	1.1	20	21	-6	-1	-3	3	4	-1
#12 COc1ccc(SC[C@H](Cc2ccccc2)N2CCN(C)CCC2=O)cc1
→ 16	0.3	.	-24	11	20	-10	.	.	1
#13 COc1ccc(OCc2nnc(SCC(=O)N3CCCc4ccccc43)n2-c2ccc(C)cc2)cc1
→ 15	-0.7	-14	21	11	20	11	1	0	16
#14 CCCCCOC(=O)NC1CCS(=O)(=O)C1 (configuration not stated)
→ 8	-0.1	-13	2	4	53	1	-9	-8	.
#15 COc1ccc(S(=O)(=O)NCc2cccnc2)c2ccccc12
→ -12	0.7	1	6	-17	27	-19	-5	-1	-2
#16 Cc1nc2cc(NC(=O)N3c4ccccc4CC3C)ccc2o1 (configuration not stated)
→ 22	1.1	-116	-104	1	3	5	-2	4	-9
#17 CC(C)(C)C1CCC(OC(=O)CN2CCOCC2)CC1 (configuration not stated)
→ -5	0.5	10	-108	9	31	-7	6	-1	-1
#18 O=C(Nc1cc(C(F)(F)F)cc(C(F)(F)F)c1)c1ccc(Cn2cc(C(F)(F)F)ccc2=O)cc1
→ 17	-1.0	-14	18	-6	26	-3	0	1	5
#19 CCOc1ccc(CN(C)CC(=O)Nc2ccc(N3CCOCC3)cc2)cc1OC
→ 3	-0.2	17	17	-7	21	13	2	0	1
#20 C/C(CCCO)=N/Nc1ccc([N+](=O)[O-])cc1[N+](=O)[O-]
→ 29	-1.1	-15	10	-2	2	1	2	6	0
#21 Cc1ccc(C)c(S(=O)(=O)Nc2ccc(C(=O)NCCCN3CCCC3=O)cc2)c1
→ 4	0.4	-8	-8	-2	-5	3	-2	-6	-5
#22 O=C(NCCN1CCOCC1)c1ccc(Cl)c([N+](=O)[O-])c1
→ -4	0.6	-34	-8	-1	?	12	0	-3	9
#23 CC(=O)c1cc(-c2ccccc2)n(CC(=O)NC2CCCCC2)c1C
→ 21	-0.1	-24	-12	3	40	-7	1	-3	4
#24 CCOC(=O)N1CCN(C(=O)CSc2nnc(-c3ccc(C(C)(C)C)cc3)o2)CC1
→ -2	0.5	-11	-73	2	2	6	-1	2	-4
#25 Cc1ccc(OCCSc2nnc(-c3cccs3)n2C)cc1
→ 3	-0.1	-3	-1	12	10	-5	-3	-1	-7
#26 O=C(Nc1ccccn1)c1ccco1
→ 38	0.8	-22	-100	23	3	-1	5	8	-10
#27 CNS(=O)(=O)c1cc(Nc2ncnc3sccc23)ccc1C
→ 1	-0.3	-36	0	-6	3	4	1	-7	10
#28 CC(CN1CCCC1)OC(=O)C(c1ccccc1)c1ccccc1 (configuration not stated)
→ -19	-0.4	-20	-3	3	13	-5	-3	-6	2
#29 O=C(CN1CCOC1=O)N1CCCC(Nc2ccc(F)c(F)c2)C1 (configuration not stated)
→ 5	-0.1	-33	-5	3	30	-1	-3	-3	0
#30 COc1ccc(NC2CCCN(C(=O)CCc3cn[nH]c3)C2)cc1 (configuration not stated)
→ -4	0.1	-24	2	-1	12	-5	-6	-6	-1
#31 c1ccc2ncc(-n3cnnn3)cc2c1
→ -2	0.1	-17	5	-2	25	-10	1	-4	-18
#32 CCCn1c2c(c(O)c(C(=O)Nc3nccs3)c1=O)CCCC2
→ 6	0.0	-4	-17	2	27	0	-1	3	18
#33 Brc1c(C[n+]2ccccc2)nc2ccccn12
→ -11	-0.6	-16	9	-7	-2	-5	4	0	5
#34 O=C(NCCc1ccc(F)cc1)c1cc2ccccc2oc1=O
→ 12	0.0	-5	-3	-1	21	-1	-2	2	-4
#35 COC(=O)c1ccc(NC(=O)c2ccc3nc(C)sc3c2)cc1
→ -72	0.0	-68	-180	-68*	34	-4	8	0	-4
#36 Cc1cc(C)n2nc(C(=O)Nc3cccnc3)nc2n1
→ 1	0.4	5	0	-7	5	3	-1	1	-1
#37 CCCc1cc(-c2nc(N)ncc2-c2ccc3c(c2)OCCCO3)c(O)cc1OC
→ 21	-0.3	-13	62*	2	58	70*	5	10	17
#38 CCOC(=O)c1cc(-c2ccc(OC)cc2)nc2c1c(C)nn2CCC#N
→ -9	-0.1	-27	25	-11	23	-1	5	-3	7
#39 C=CCn1c(SCC(=O)NCCOC)nc2scc(-c3ccco3)c2c1=O
→ 3	-0.3	-21	15	8	-1	-1	-2	-10	4
#40 Cc1cc(Nc2ccc(F)c(Cl)c2)n2nc(C)nc2n1
→ -9	-0.3	6	5	-4	-19	-1	-5	1	5
#41 COc1ccc(-c2nnc(OCc3nc4ccccc4n3C)c3ccccc23)cc1
→ -13	-0.8	-13	0	8	22	-7	-7	4	11
#42 COC(=O)[C@@]12CCCN1[C@H](c1ccc(-c3ccc4c(c3)OCO4)c(OC)c1)[C@H]1C(=O)N(C)C(=O)[C@H]12
→ -5	1.1	.	19	1	-10	-6	.	.	-1
#43 CC1=C(C(=O)OCCCBr)C(c2ccc3c(c2)OCO3)NC(=O)N1 (configuration not stated)
→ 15	-0.2	9	9	-2	0	4	-1	0	-4
#44 COc1ccc(S(=O)(=O)N2CCCC2)cc1NC(=O)c1ccccc1
→ -17	1.6	18	-2	-9	10	1	-1	3	-6
#45 CS(=O)(=O)N1N=C(c2cccs2)CC1c1ccc(F)cc1 (configuration not stated)
→ 6	-0.4	-1	-11	-3	20	1	5	0	-1
#46 Cc1ccc(-c2onc3ccc(C=O)cc23)cc1
→ -33	1.9	10	-139	-24	4	1	50*	-4	1
#47 COc1ccc(CCNC(=O)c2cc3c(=O)n4ccccc4nc3n(CC3CCCO3)c2=N)cc1OC (configuration not stated)
→ -6	0.5	3	2	2	9	1	-6	1	0
#48 O=C(CCC(=O)NCCO)NCCO
→ -4	-0.3	-10	-1	-2	13	-3	0	4	-2
#49 O=C(Cc1ccccc1)Nc1ccc(NC(=O)c2ccco2)nc1
→ 44	-47	-110	-149	17	18	-5	-2	0	15
#50 O=C(NCc1ccc2c(c1)OCO2)c1ccc2c(c1)C(=O)N(Cc1cccnc1)C2=O
→ 11	-0.1	-16	6	-3	19	5	-1	-4	2
#51 CC(=C/c1ccccc1)/C=C1/SC(N2CCOCC2)=NC1=O
→ 34	2.0	-93	-102	9	1	0	6	9	10
#52 COc1ccc(NC(=O)CCNC(=O)c2ccco2)cc1Cl
→ 5	0.4	-13	-11	-3	.	-7	-1	0	7
#53 CC(CCc1ccccc1)NC(=O)CCC1CCCC1 (configuration not stated)
→ 17	-0.2	.	16	2	35	-3	.	.	-4
#54 Cc1ccc(NC2=Nc3ccccc3CC2)cc1
→ -30	-0.1	-86	-31	-13	9	-22	16	7	6
#55 COc1cc2[nH]c(=O)c(C(=O)NCc3ccc(F)cc3)c(O)c2cc1OC
→ 18	0.1	-10	-31	5	6	-2	0	2	0
#56 Cc1ccc(C)c(OCC(O)CN2CCC(Cc3ccccc3)CC2)c1 (configuration not stated)
→ 8	-0.9	-19	21	2	-4	13	-1	4	-13
#57 Cn1c(C(O)c2ccccc2F)nc(Cl)c1Cl (configuration not stated)
→ 7	0.8	-18	11	0	7	-4	-4	0	-2
#58 O=C1/C(=C/c2cccs2)CCC/C1=C\c1cccs1
→ 41	3.2	-36	-125	39	28	-2	7	-2	?
#59 CCCCCCOc1ccc(N2C(=O)CC(NCc3ccc(S(N)(=O)=O)cc3)C2=O)cc1 (configuration not stated)
→ 36	-0.2	-32	8	5	35	3	2	-1	-8
#60 COc1ccc(NC(=O)CN2C(=O)NC(C)(c3ccccc3)C2=O)cc1Cl (configuration not stated)
→ 0	0.0	-10	10	0	-95*	-2	-2	2	-3
#61 Cc1ccccc1NC(=O)NCCCCc1ccccc1
→ 15	1.0	-37	-7	11	3	5	-3	-3	?
